# Source: PubChem (several laboratories)
# HGIII-sPLA2 inh – human group III sPLA2 inhibitors, primary screen, biochemical, QFRET, BODIPY PC-A2 liposome substrate | Group 3 secretory phospholipase A2 (Homo sapiens), Q9NZ20 | QFRET BODIPY PC-A2 liposome hydrolysis, fluorescence | inhibition, % at 12.2 µM | hit rate 0.56% among 370,000;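 active means inhibition above mean plus 3 SD of compounds lying within the high and low control bounds, cut at about 19% in these data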;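 further: 0% = median of test compound wells and 100% = no enzyme DMSO wells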
# DAX1 inh-1 – DAX1 (NR0B1) inhibitors on StAR promoter, primary screen, cell-based, luminescence, SF-1 (NR5A1), full-length DAX-1. hit rate 1.1% among 370,000. AID 652010, 2013. HEK293T StAR-luciferase reporter, SF-1/DAX-1 repression relief. inhibition, % at 6.8 µM;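 active means inhibition above the mean over all tested compounds plus 3 SD, cut at about 3.6% in these data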;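 further: 0% = DAX-1 cells with DMSO and 100% = cells lacking DAX-1 with DMSO; higher inhibition means more luminescence from relief of DAX-1 repression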
# SMARCA2 activ – SMARCA2 (BRM) function activators, primary screen, cell-based, luminescence, high throughput; MG213 cells, MMTV-luciferase reporter, dexamethasone, overnight; activation, % at 9.1 µM; hit rate 1% among 370,000; in the data active means activation above about 7.8%;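 further: 0% = vehicle wells and 100% = reference activator wells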
# GAA850 FXN act – FXN promoter activators, primary screen, cell-based, luciferase luminescence, HEK293 lucGAA850 | HEK293 lucGAA850 FXN promoter luciferase reporter, 24 h; percent of 10 µM SAHA response | activation, % at 6 µM | hit rate 0.56% among 360,000 | AID 540364, 2011;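 active means activation above the average of all compounds screened plus 3 SD, cutoff fixed separately per campaign, cut at about 7.5% in these data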;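 further: 0% = DMSO wells and 100% = 10 µM SAHA wells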
# hcDAF12 agonist – H. contortus DAF-12 nuclear receptor activators, primary screen, cell-based, luminescence, HEK293, lit1-tk-luc reporter; HEK293 hcDAF-12 lit1-tk-luc reporter; 0% DMSO, 100% Δ7-dafachronic acid; activation, % at 6.8 µM; hit rate 1.4% among 370,000; AID 652067, 2013;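 active means activation above the mean of all tested compounds plus 3 SD, cut at about 5.5% in these data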;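 further: 100% = response to 3 µM Δ7-dafachronic acid high control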
# NPR2 activator – human GC-B receptor activators, primary screen, HEK293 GC-B cells, cGMP TR-FRET, EC30 CNP. hit rate 0.11% among 370,000. 0% at EC30 CNP, 100% saturating CNP. AID 1920062, 2024. activation, % at 10 µM;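 active means activation at 10 µM reaching about 35% in either raw or pattern-adjusted values, limit read from the data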
# DAX1 inh-2 – DAX1 (NR0B1) inhibitors, primary screen, cell-based, HEK293, Gal4-DAX1, luciferase luminescence | Nuclear receptor subfamily 0 group B member 1 (Homo sapiens), P51843 | HEK293 Gal4-DAX1 luciferase reporter | inhibition, % at 6.75 µM | hit rate 0.99% among 340,000 | AID 504766, 2011;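 active means inhibition above the mean over all tested compounds plus 3 SD, cut at about 4.2% in these data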;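 further: 0% = DAX1-transfected cells with DMSO and 100% = empty-vector control cells with DMSO; inhibition shows as a rise in luminescence from relieved DAX1 repression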
# ssDAF-12 act – S. stercoralis DAF-12 nuclear receptor activators, primary screen, cell-based, luminescence, HEK293, GRIP1 co-expression, lit1-tk-luc; hit rate 1% among 370,000; HEK293 ssDAF-12/GRIP1 lit1-tk-luc reporter; % of 3 µM dafachronic acid response; activation, % at 6.8 µM; AID 652126, 2013;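 active means activation above the mean over all tested compounds plus 3 SD, cut at about 0.9% in these data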;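 further: 0% = DMSO-only wells and 100% = 3 µM delta7-dafachronic acid wells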
# NPR1 activator – GC-A stimulated cGMP production enhancers – HEK293 GC-A cells, cGMP TR-FRET, EC30 ANP, primary screen; Atrial natriuretic peptide receptor 1 (Homo sapiens), P16066; hit rate 0.14% among 370,000; 0% at EC30 ANP, 100% saturating ANP; activation, % at 10 µM; in the data active means activation above about 40%
# Target sequence (P16066 whole entry, looked up): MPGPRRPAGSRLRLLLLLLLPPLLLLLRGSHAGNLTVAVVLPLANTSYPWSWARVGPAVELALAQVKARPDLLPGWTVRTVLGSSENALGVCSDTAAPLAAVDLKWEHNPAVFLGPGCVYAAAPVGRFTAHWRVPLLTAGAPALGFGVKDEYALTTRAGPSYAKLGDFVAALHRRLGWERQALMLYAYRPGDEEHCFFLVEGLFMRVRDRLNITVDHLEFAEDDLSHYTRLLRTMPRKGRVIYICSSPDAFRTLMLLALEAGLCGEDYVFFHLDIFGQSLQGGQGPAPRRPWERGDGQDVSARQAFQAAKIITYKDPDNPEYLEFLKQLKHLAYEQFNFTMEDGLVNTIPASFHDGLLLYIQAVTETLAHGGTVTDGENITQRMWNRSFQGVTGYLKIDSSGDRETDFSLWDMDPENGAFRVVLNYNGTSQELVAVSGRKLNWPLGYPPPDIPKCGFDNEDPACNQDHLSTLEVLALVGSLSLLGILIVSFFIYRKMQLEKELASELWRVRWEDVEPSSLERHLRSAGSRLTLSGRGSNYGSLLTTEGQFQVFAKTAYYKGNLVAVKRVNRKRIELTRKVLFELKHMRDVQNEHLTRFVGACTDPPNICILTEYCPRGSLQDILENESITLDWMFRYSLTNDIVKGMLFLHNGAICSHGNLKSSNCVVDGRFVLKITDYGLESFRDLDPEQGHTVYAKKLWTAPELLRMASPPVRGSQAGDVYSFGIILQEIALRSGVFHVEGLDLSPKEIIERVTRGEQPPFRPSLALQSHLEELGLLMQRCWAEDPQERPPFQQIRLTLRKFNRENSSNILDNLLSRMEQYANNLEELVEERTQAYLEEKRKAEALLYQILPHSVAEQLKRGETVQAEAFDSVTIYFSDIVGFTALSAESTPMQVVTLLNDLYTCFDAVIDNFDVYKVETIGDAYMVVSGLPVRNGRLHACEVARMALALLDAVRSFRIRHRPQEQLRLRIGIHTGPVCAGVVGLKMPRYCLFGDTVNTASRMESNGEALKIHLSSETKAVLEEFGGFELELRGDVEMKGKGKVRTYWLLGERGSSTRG
# hgDAF-12 ag – H. glycines DAF-12 receptor agonists, primary screen, cell-based, luminescence, HEK293, GAL4 fusion, UAS-luciferase. HEK293 GAL4-hgDAF12 UAS-luciferase reporter, agonist luminescence; normalized to butyrate control. activation, % at 6.8 µM. hit rate 1.8% among 370,000. AID 687014, 2013;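 active means activation above a cutoff set at the mean of all screened compounds plus 3 SD, cut at about 10% in these data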;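 further: 0% = DMSO wells and 100% = sodium butyrate wells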
# ADAM10 inh – human ADAM10 inhibitors, primary screen, biochemical, QFRET, HTS. recombinant ADAM10, EDANS/DABCYL FRET peptide cleavage, 3 h. inhibition, % at 7 µM. hit rate 0.62% among 370,000. AID 720582, 2013. Disintegrin and metalloproteinase domain-containing protein 10 (Homo sapiens), O14672;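 active means inhibition above a per-campaign cutoff equal to the mean of compounds falling between control-based bounds plus 3 SD, cut at about 20% in these data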;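 further: 0% = DMSO wells while the 100% control is not disclosed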
# The depositor's hits bear a star; i = inactive; / = no result given.
molecule,ssDAF-12 act,HGIII-sPLA2 inh,SMARCA2 activ,DAX1 inh-1,NPR1 activator,DAX1 inh-2,ADAM10 inh,NPR2 activator,GAA850 FXN act,hcDAF12 agonist,hgDAF-12 ag
Nc1cc(S(=O)(=O)O)cc([N+](=O)[O-])c1O,-2.0,2,0,0.2,-1,0.9,2,-2,-0.3,0.0,-0.6
O=C(CNc1cccc(S(=O)(=O)N2CCCC2)c1)Nc1ccc(F)c(F)c1,-1.1,-6,0,-0.7,1,0.2,-2,-3,2.4,-1.0,-1.8
Cn1c(=O)[nH]c(=O)c2c1nc(CN1CCN(c3ccc(F)cc3)CC1)n2CCc1ccccc1,-1.5,1,-1,0.1,-6,0.1,7,-10,0.6,1.2,-2.0
COc1ccc(/C=C2\SC(=O)N(CCNC(=O)Cc3coc4cc(OC)ccc34)C2=O)cc1,-0.4,-7,-2,0.2,-2,-1.4,5,-2,1.0,1.8,2.4
COC(=O)[C@]12CCCCC=C1N(Cc1ccccc1)C(=O)[C@H](CC(=O)NCCCN1CCCC1=O)C2,-1.0,7,-5,-0.5,0,/,-15,6,/,-1.5,-0.6
CC(C)(C)OC(=O)NN1CC(=O)N2Cc3[nH]c4ccccc4c3C[C@H]2C1=O,-1.1,-16,-3,-0.3,3,-0.9,-2,-1,1.4,-1.5,1.3
COc1ccc(CN(CCN2CCOCC2)C(=O)c2cc(F)ccc2F)cc1OC,-0.9,1,-4,-0.2,1,/,-2,-4,/,-2.9,-1.8
CCOC(=O)N1CCN(S(=O)(=O)c2ccc(OC)c3ccccc23)CC1,-1.1,-17,-5,-0.2,-3,-1.2,-1,-9,0.2,-2.3,2.5
COC(=O)c1ccccc1NC(=O)Nc1cccc(C)n1,-1.8,1,-3,-0.8,4,-1.8,-21,-1,0.0,0.5,-1.3
Cc1cc(C(=O)CN2C(=O)CN(C)C2=O)c(C)n1-c1cccc(S(=O)(=O)N2CCOCC2)c1,-1.9,3,-2,-0.8,-1,-1.9,-8,-2,1.3,-1.2,-1.6
COC(=O)C1=CC[C@@H](NC(=O)OC(C)(C)C)[C@H](O)[C@H]1O[Si](C)(C)C(C)(C)C,-1.5,-12,/,/,3,/,22*,-2,/,1.5,-2.6
CN(C)CC/C=C1/c2ccc(F)cc2Sc2ccc(Cl)cc21,-1.3,17,-6,-0.1,-28,/,-9,-25,-0.3,-1.8,-2.1
Cc1ccccc1NC(=O)COC(=O)COc1ccc2c(c1)CCC2,-0.3,5,-1,0.7,-2,-0.1,-4,-4,2.5,1.8,-1.3
O=C(NC1CCCC1)C(c1cccnc1)N(C(=O)c1ccco1)c1ccc(F)cc1 (stereo unspecified),-0.8,2,8,-0.1,0,-1.7,8,-7,-0.7,0.0,1.8
COc1cccc(Nc2nc(-c3ccc(O)cc3)cs2)c1,-0.8,-30,2,0.5,-1,0.5,9,0,-2.3,0.7,5.7
O=C(N/N=C/c1ccc(Cl)c([N+](=O)[O-])c1)c1ccc2nc[nH]c2c1,-1.2,-10,-3,-0.3,-2,-0.6,5,-12,-0.5,-1.7,-0.4
Cc1ccc(-c2nc(CSc3nc4ccccc4c(=O)n3CCO)cs2)cc1,-1.4,-8,-3,-0.7,3,-0.8,14,0,2.2,-2.6,2.5
COc1ccccc1C(=O)Nc1ccc2c(c1)OCO2,1.6*,0,3,3.5,0,2.0,3,2,3.7,8.0*,9.4
CCOC(=O)COc1coc(CN2CCN(c3ccccc3)CC2)cc1=O,-1.2,1,0,-0.1,5,-0.2,-4,3,-0.1,-1.5,0.2
CCOc1cc(NS(=O)(=O)c2ccc(NC(C)=O)cc2)c(OCC)cc1NC(=O)C(C)C,-1.9,3,2,0.3,-3,-0.6,5,2,0.2,2.2,-0.1
Cc1ccc(NC(=O)CCCn2nc(C)c3c(C)n(-c4ccccc4)nc3c2=O)c(Cl)c1,-1.0,5,1,0.0,-20,0.4,-8,-7,0.6,-2.8,2.6
Cc1cccc(OCC(=O)NCC2CCCO2)c1C (stereo unspecified),-1.2,10,-1,-0.1,6,0.1,0,4,1.5,0.6,0.8
CCOC(=O)Cc1c(C)c2c(O)cc(O)cc2oc1=O,-0.9,-6,-2,-0.6,8,0.8,i,-1,0.0,-0.2,2.6
CCOC(=O)c1ccc(NC(=O)CSc2nc(C)nc3c2c(=O)n(C)c(=O)n3C)cc1,-0.7,2,2,-1.0,7,1.8,2,2,-0.7,0.8,3.6
O=C(Cc1c[nH]c2ccccc12)OCC(=O)c1ccccc1,1.2*,-44,-1,-0.1,2,0.6,2,-8,2.1,3.4,2.8

# Single records, from the list above:
# Results for COc1cccc(Nc2nc(-c3ccc(O)cc3)cs2)c1 : ssDAF-12 act = -0.8; HGIII-sPLA2 inh = -30; SMARCA2 activ = 2; DAX1 inh-1 = 0.5; NPR1 activator = -1; DAX1 inh-2 = 0.5; ADAM10 inh = 9; NPR2 activator = 0; GAA850 FXN act = -2.3; hcDAF12 agonist = 0.7; hgDAF-12 ag = 5.7
# Results for COC(=O)[C@]12CCCCC=C1N(Cc1ccccc1)C(=O)[C@H](CC(=O)NCCCN1CCCC1=O)C2 : ssDAF-12 act = -1.0; HGIII-sPLA2 inh = 7; SMARCA2 activ = -5; DAX1 inh-1 = -0.5; NPR1 activator = 0; DAX1 inh-2 = /; ADAM10 inh = -15; NPR2 activator = 6; GAA850 FXN act = /; hcDAF12 agonist = -1.5; hgDAF-12 ag = -0.6

# (further entries)
molecule,ssDAF-12 act,HGIII-sPLA2 inh,SMARCA2 activ,DAX1 inh-1,NPR1 activator,DAX1 inh-2,ADAM10 inh,NPR2 activator,GAA850 FXN act,hcDAF12 agonist,hgDAF-12 ag
CN1CCN(C2CCN(c3cccc(Cl)c3)CC2)CC1CCO (stereo unspecified),-1.7,-2,0,0.0,-1,0.0,1,2,2.2,-1.9,-0.2
CC(=O)NN1C(=O)c2ccc(Oc3cccc([N+](=O)[O-])c3)cc2C1=O,-0.5,4,0,0.6,1,0.7,0,2,2.6,-1.4,-0.2
COc1ccc(NS(=O)(=O)c2cc(N/C(=N\S(=O)(=O)c3ccccc3)c3ccc(F)cc3)ccc2Cl)cc1,-1.9,-22,-5,0.1,-7,-2.2,15,0,-1.8,-3.0,1.2
CC1(C)Cc2cccc(OCC(=O)Nc3ccc(OCC(N)=O)cc3)c2O1,-2.2,-1,2,0.7,1,-0.3,-7,-1,2.6,0.1,1.5
Nc1nc(NCCc2ccccc2)nc(NCc2ccccc2)c1[N+](=O)[O-],-1.1,-1,0,-0.1,21,0.0,-1,20,2.3,-2.3,-0.4
O=C(NC1CCN(Cc2ccccc2)CC1)c1ccccc1NS(=O)(=O)c1ccc(F)c(F)c1,-0.8,-29,-2,0.3,2,0.3,-35,4,-0.1,2.3,1.8
CC[C@]12c3[nH]c4ccc(Cl)cc4c3CCN1C(=O)[C@@H](CC(=O)NCc1cccc(C(F)(F)F)c1)C[C@@H]2C(=O)N1CCN(C(=O)c2ccco2)CC1,-1.6,-33,-4,-1.6,-6,1.5,23*,-3,-9.3,-1.2,-0.5
CN(CC(=O)Nc1c(Cl)cccc1Cl)C(=O)CCCN1C(=O)c2ccccc2C1=O,-1.3,9,-3,-0.1,-3,2.8,10,-5,-1.1,0.8,1.1
O=C(COc1cccnc1[N+](=O)[O-])Nc1ccc(Cl)c(S(=O)(=O)N2CCOCC2)c1,-0.8,9,-3,0.1,-6,0.4,4,0,1.2,-2.7,-3.2
O=C(CCl)Nc1ccc(N2CCCCCC2)cc1,-1.4,10,2,-2.1,-2,-0.9,-5,-2,7.7*,-0.5,-5.8
Cc1cccc(N2CCCn3c2nc2c3c(=O)n(CC(=O)OCc3ccccc3)c(=O)n2C)c1,-1.2,8,3,-0.2,3,/,6,2,/,-0.2,-0.4
O=C(CN(Cc1ccccc1Cl)C(=O)c1csnn1)NCc1ccc2c(c1)OCO2,-1.0,-3,-2,0.6,-4,-0.6,0,2,0.3,-2.8,-1.7
Cc1c(C(=O)N/N=C/c2ccc(N3CCOCC3)cc2)nc2ccccn12,-0.5,1,-2,0.1,-4,1.9,-106,-3,3.2,-0.6,-0.5
O=C(CCC1CCCN(C(=O)CC2=CCCCC2)C1)N1CCN(c2ccccn2)CC1 (stereo unspecified),-1.6,-3,-4,-1.2,-2,-0.2,-14,5,-0.1,-2.7,-6.5
Cc1cccc(NC(=O)CCC(=O)N2CCOCC2)n1,-1.2,-2,1,0.5,1,0.4,-8,-5,0.0,-1.2,2.9
CC(C)(C)N(Cc1ccccc1)C(=O)COC(=O)c1ccccc1SCC(=O)N1CCCC1,-1.0,-19,-2,0.4,-2,-1.4,0,2,-0.1,-2.0,-3.7
Cc1ccc(NNC(=O)CCc2ccccc2)c(C)c1,-0.6,7,-2,0.0,-1,2.4,-8,1,-0.1,0.1,-2.5
COc1ccc(CCNC(=O)COC(=O)c2ccc(C)s2)cc1,-0.7,10,-1,-1.4,2,0.5,-20,2,1.6,-0.5,1.5
CCc1ccc(NC(=O)Nc2cccs2)cc1,-0.5,-14,6,1.4,10,2.1,-3,-5,-0.3,4.1,14*
COc1cc(OC)cc(-c2noc([C@H]3C[C@H](O)[C@@H](CO)O3)n2)c1,-1.3,11,-1,0.1,1,/,-6,5,1.0,-0.8,1.1
CC(C)(C)[C@H]1C=C(C(=O)NCc2ccccc2)O[C@@H](OCc2ccc(CO)cc2)C1,-1.8,-17,1,-0.6,-3,0.0,11,0,0.9,-1.7,-1.8
CCn1c(C)cc(=O)cc1-c1ccc(Cl)cc1,-0.8,-1,-1,0.5,1,0.7,-2,0,1.1,1.1,1.1
CC(=O)c1ccc(NC(=O)CSc2nnc(-c3ccncc3)o2)cc1,-0.6,-8,-2,-0.2,-1,2.1,3,-4,-0.6,0.5,-1.5
Cc1cc(C)c(O)c(CN(C)Cc2cc(Cl)cc(Cl)c2O)c1,0.5,-3,-1,-0.2,6,-0.1,-88,-2,1.3,0.2,0.0
